Compound activity from PubChem.
FEN1 inh: inhibitors of human flap endonuclease 1; P39748; Recombinant FEN1 flap cleavage, fluorescence, 15 min; Potency, µM (series often up to 114 µM), for the others: top-dose activity change, negative = inhibition, most hits filed as inhibitors; actives 0.35% (n = 390,000); AID 588795; also: nearly all actives have a fitted effect of over 65% in size
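In this screen, 50 nM flap DNA substrate was added to 10 nM FEN1 pretreated with compound for 15 min at room temperature; cleavage was followed with reads at 0 and 15 min, and Hill fitting gave concentration–response parameters.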
KAT2A inh: GCN5L2 (KAT2A) acetyltransferase inhibition; actives 0.21% (n = 390,000); Potency, µM (highest dose often 58.9 µM), for the others: top-dose activity change, negative = inhibition, actives largely listed as inhibitors; AID 504327; GCN5L2 HAT assay, ThioGlo1 CoA-SH fluorescence
Target sequence (Q92830 whole entry, looked up): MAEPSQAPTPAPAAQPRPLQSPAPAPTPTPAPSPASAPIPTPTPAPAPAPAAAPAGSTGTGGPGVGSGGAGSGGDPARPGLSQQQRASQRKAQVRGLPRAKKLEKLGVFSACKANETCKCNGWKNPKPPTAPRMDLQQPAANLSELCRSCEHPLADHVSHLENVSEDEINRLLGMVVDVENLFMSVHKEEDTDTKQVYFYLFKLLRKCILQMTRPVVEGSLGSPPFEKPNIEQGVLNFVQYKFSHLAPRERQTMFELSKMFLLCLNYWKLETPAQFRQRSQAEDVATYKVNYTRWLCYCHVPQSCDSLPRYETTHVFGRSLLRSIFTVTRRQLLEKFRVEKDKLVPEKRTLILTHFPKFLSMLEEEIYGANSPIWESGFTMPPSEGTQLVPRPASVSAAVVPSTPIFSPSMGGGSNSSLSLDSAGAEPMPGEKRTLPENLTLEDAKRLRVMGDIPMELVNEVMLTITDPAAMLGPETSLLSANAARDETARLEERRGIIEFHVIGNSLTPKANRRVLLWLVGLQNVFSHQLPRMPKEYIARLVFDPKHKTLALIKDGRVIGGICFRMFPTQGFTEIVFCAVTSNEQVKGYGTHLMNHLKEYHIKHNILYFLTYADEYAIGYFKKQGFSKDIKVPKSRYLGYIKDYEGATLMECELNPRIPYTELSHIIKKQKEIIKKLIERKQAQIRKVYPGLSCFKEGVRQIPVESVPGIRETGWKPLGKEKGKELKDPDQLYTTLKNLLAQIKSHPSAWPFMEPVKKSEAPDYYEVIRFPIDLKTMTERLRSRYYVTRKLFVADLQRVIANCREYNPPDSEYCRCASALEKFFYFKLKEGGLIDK
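GCN5L2 (20nM final) in 50mM HEPES, 0.1mM EDTA pH 7.5, 0.01% Tween-20 was preincubated 15 min at room temperature with compound, then given ThioGlo1 (50uM), H3(1-25) peptide (75uM) and acetyl-CoA (70uM); CoA-thiol fluorescence (Ex340/Em540) was read at 0 and 20 min.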
N370S GC: inhibits or activates N370S mutant glucocerebrosidase. N370S GC spleen homogenate, 4MU-glucoside fluorescence. Potency, µM (series often up to 59.4 µM), without a hit: top-dose activity change, negative = inhibition, hits mostly inhibitors. actives 0.092% (n = 330,000). AID 2101;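 also: 0% = full enzyme activity and -100% = no enzyme basal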
Starred values were filed as active, the others as inactive; ? = inconclusive; nt = no result given; & = joins results of further samples; [ ] = dose if it differs, or a comment. Calls follow the shape of the dose curve; as a rule, active = well fitted curve in the direction sought with a large enough effect; inconclusive = small, poorly fitted or top-dose-only effect, or another doubt; inactive = no such curve, though single readings can be large; an effect the other way counts as inactive or inconclusive. Unless noted, % is scaled to controls: 0 for no effect and ±100 for the full control effect; potency is read from the fitted curve at half-maximal effect. This is a subset; the hit share may differ from the screen's.

Values run as follows: FEN1 inh	KAT2A inh	N370S GC
- COc1ccc(NC(=O)Nc2nnc(N3CCCCCC3)s2)cc1
→ 16%	-4%	nt
- CC(NC(=O)Cn1ccc2cc(S(=O)(=O)N3CCCCCC3)ccc21)c1ccccc1 (stereo not drawn)
→ 2%	-14%	nt
- Cc1ccc(S(=O)(=O)N(C)c2ccc(OCC(=O)Nc3ccc(C(=O)N(C)C)cc3)cc2)cc1C
→ 12%	2%	nt
- CC(C(=O)O)C1CCC2C3CC=C4CC(O)CC[C@@]4(C)C3CC[C@]12C (stereo partly drawn)
→ nt	-7%	6%
- [O-]/C(=C(\C(=S)Nc1cccc2ccccc12)[n+]1ccccc1)c1ccc2c(c1)OCCO2
→ -1%	-6%	-9%
- COc1ccc(C(=O)N/C(=C\c2cccc([N+](=O)[O-])c2)C(=O)Nc2cccc(C(=O)O)c2)cc1
→ 3%	?	5%
- CCOC(=O)C(C)N1C(=O)S/C(=C/c2cc(C)n(-c3ccncc3)c2C)C1=O (stereo not drawn)
→ 0%	-11%	6%
- O=C(c1ccc(C(F)(F)F)cc1)N1CCC(c2nc(-c3ccc(S(=O)(=O)N4CCCC4)cc3)no2)CC1
→ -5%	-2%	nt
- Cc1ccccc1OCC(=O)OC(C)CN1CCN(C)CC1 (stereo not drawn)
→ -5%	-1%	-22%
- COc1ccc(CNc2ccnc(-c3ccccc3OC)n2)c(OC)c1
→ nt	-2%	-12%
- CC(C)(C)OC(=O)NCc1ccc(CNC(=O)c2nc[nH]c2C(=O)N2CCN(C(=O)OC(C)(C)C)CC2)cc1
→ -5%	1%	nt
- Cc1ccc(N(CC(=O)N2CCCC2)S(C)(=O)=O)c(C)c1
→ -3%	-1%	-17%
- Fc1ccc(COc2ccc3ccccc3c2CNc2nn[nH]n2)cc1
→ -13%	-14%	-27%
- CN(C)CCNC(=O)C(=O)c1c(-c2ccccc2)cc2ccccn12
→ 3%	-3%	-8%
- CSCCC(NC(=O)COc1ccccc1)C(=O)N1CCN(C(C)=O)CC1 (stereo not drawn)
→ -4%	-1%	0%
- c1ccc(Cn2nnnc2C(c2cccs2)N2CCc3ccccc3C2)cc1 (stereo not drawn)
→ -9%	-5%	?
- COC(=O)c1ccc(S(=O)(=O)N2C3CCC2CC(NC(=O)NC2CCCCC2)C3)cc1 (stereo not drawn)
→ -10%	0%	0%
- CCCCOC(=O)Nc1nnc(SCCOc2ccc(C)cc2)s1
→ -4%	52%[activator]	-3%
- Cc1c(CN2CCN(CC(C)C)C(CCO)C2)[nH]c2ccc(Cl)cc12 (stereo not drawn)
→ 0%	-7%	-8%
- CN(Cc1ccc(F)cc1)Cc1nc(-c2cnccn2)no1
→ 8%	-3%	5%

A different layout for some results above.
Fc1ccc(COc2ccc3ccccc3c2CNc2nn[nH]n2)cc1
  FEN1 inh: -13%
  KAT2A inh: -14%
  N370S GC: -27%

CC(C(=O)O)C1CCC2C3CC=C4CC(O)CC[C@@]4(C)C3CC[C@]12C (stereo partly drawn)
  FEN1 inh: nt
  KAT2A inh: -7%
  N370S GC: 6%

COc1ccc(C(=O)N/C(=C\c2cccc([N+](=O)[O-])c2)C(=O)Nc2cccc(C(=O)O)c2)cc1
  FEN1 inh: 3%
  KAT2A inh: ?
  N370S GC: 5%

c1ccc(Cn2nnnc2C(c2cccs2)N2CCc3ccccc3C2)cc1 (stereo not drawn)
  FEN1 inh: -9%
  KAT2A inh: -5%
  N370S GC: ?

New compounds follow
Values run as follows: FEN1 inh	KAT2A inh	N370S GC
- Cc1ccc2c(c1)COc1c3ccc(C(=O)O)cc3nn1-2
→ -28%	-4%	-10%
- O=C(Nc1nnc(C2=COCCO2)o1)c1ccc(F)cc1
→ -18%	-3%	-3%
- CN(C)CCNC(=O)C(=O)Nc1cc2c3c(c1)CCC(=O)N3CCC2
→ 9%	-6%	20%
- O=C(COC(=O)CCS(=O)(=O)c1ccccc1)NC(=O)c1ccc(OC(F)F)cc1
→ 5%	-1%	-3%
- Clc1ccc2nc(N3CCCCC3)sc2c1
→ 6%	-21%	9%
- COc1ccc(CNC(=O)COC(=O)c2ccc(Br)o2)cc1
→ 2%	1%	nt
- CCN(Cc1ccccc1)C(=O)Cn1cc(S(=O)(=O)NC)c(S(=O)(=O)NC)c1
→ 2%	-1%	0%
- N#C/C(=C\c1ccc(F)cc1)C(=O)Nc1ccccn1
→ 14%	?	21%
- CCc1ccc2ncc3c(-c4ccc(C)cc4)nn(CC(=O)Nc4ccc(C)cc4)c3c2c1
→ 1%	-6%	nt
- CCCCCOC(=O)CSc1n[nH]c(=O)[nH]c1=O
→ -10%	1%	6%
- CCN1CCN(C(=O)CN(c2ccc(F)cc2)S(=O)(=O)c2ccc(OC)c(OC)c2)CC1
→ 6%	-15%	-7%
- N#Cc1ccccc1NC(=O)CSc1nnc(-c2ccccc2)n1-c1ccccc1
→ -2%	-22%	4%
- O=C(Nc1ccc(N2CCOCC2)cc1)c1cccc(S(=O)(=O)N2CCC(Cc3ccccc3)CC2)c1
→ -3%	0%	nt
- COc1ccc(-c2c(C#Cc3ccccc3)c3ccccc3n2C)cc1
→ -5%	-7%	4%
- O=C(NCc1ccccc1F)C1CCCN1S(=O)(=O)c1ccc(F)cc1 (stereo not drawn)
→ 0%	0%	3%
- CSCC[C@H](NC(=O)[C@H]1CC[C@H](CNC(=O)[C@@H](N)Cc2ccccc2)CC1)C(=O)O
→ 1%	27%	-17%
- CN(C)C1NC(=O)c2cc(-c3ccccc3)sc2N1 (stereo not drawn)
→ -11%	1%	9%
- O=C(Nc1ccc(Cl)c(S(=O)(=O)N2CCOCC2)c1)c1ccccn1
→ 1%	-10%	3%
- O=C(CSc1nncs1)Nc1cc(-c2ccccc2)nn1-c1ccccc1
→ 10%	0%	0%
- CCOC(=O)N1CCN(C(=O)c2cccc(S(=O)(=O)Nc3ccc(Br)cc3)c2)CC1
→ -6%	-8%	-3%

Reformatted with bars between the fields: five of the compounds above
structure | FEN1 inh | KAT2A inh | N370S GC
CCOC(=O)N1CCN(C(=O)c2cccc(S(=O)(=O)Nc3ccc(Br)cc3)c2)CC1 | -6% | -8% | -3%
O=C(Nc1ccc(N2CCOCC2)cc1)c1cccc(S(=O)(=O)N2CCC(Cc3ccccc3)CC2)c1 | -3% | 0% | nt
O=C(COC(=O)CCS(=O)(=O)c1ccccc1)NC(=O)c1ccc(OC(F)F)cc1 | 5% | -1% | -3%
CCN(Cc1ccccc1)C(=O)Cn1cc(S(=O)(=O)NC)c(S(=O)(=O)NC)c1 | 2% | -1% | 0%
Cc1ccc2c(c1)COc1c3ccc(C(=O)O)cc3nn1-2 | -28% | -4% | -10%

As a short view, 2 of the compounds above.
Values run as follows: FEN1 inh	KAT2A inh	N370S GC
- O=C(CSc1nncs1)Nc1cc(-c2ccccc2)nn1-c1ccccc1
→ 10%	0%	0%
- CCOC(=O)N1CCN(C(=O)c2cccc(S(=O)(=O)Nc3ccc(Br)cc3)c2)CC1
→ -6%	-8%	-3%

(next part)
Values run as follows: FEN1 inh	KAT2A inh	N370S GC
- CS(=O)(=O)Nc1ccc(C2=NN(C(=O)C3CCCCC3)C(c3cccs3)C2)cc1 (stereo not drawn)
→ -14%	-8%	?
- COC(=O)c1ccc(NC(C)=O)o1
→ 0%	?	4%
- O=S(=O)(c1cccc(Br)c1)N1CCN(S(=O)(=O)c2ccc3c(c2)OCCO3)CC1
→ -4%	1%	nt
- O=C(/C(=C\c1ccccc1)c1nc2ccccc2[nH]1)c1ccc(Cl)cc1
→ -5%	-3%	-1%
- COc1ccc(O)c(C(=O)CC(=O)c2ccc(F)cc2)c1
→ -23%	0%[0.501 µM]	6%
- CCCCC(CC)C(=O)N1CCN(C(=O)c2ccco2)CC1 (stereo not drawn)
→ -7%	3%	-16%
- CCc1nnc(NC(=O)CSc2nccn2-c2ccc(OC)cc2)s1
→ 20%	1%	nt
- NC(=O)c1c(-c2ccc(Cl)cc2Cl)csc1NC(=O)Cc1ccccc1
→ 17%	-5%	-4%
- CCOC(=O)c1sc2nc(-c3ccco3)c3c(c2c1N)CC(C)(C)OC3
→ 3%	-16%	-8%
- COc1ccccc1CNn1c(-c2cccc(C)c2)nc2ccccc2c1=O
→ -22%	-5%	nt
- COc1cc(C2c3c(-c4ccc(C)cc4)n[nH]c3C(=O)N2c2ccc(F)cc2)ccc1O (stereo not drawn)
→ -1%	-2%	nt
- COc1ccc(CNC(=O)[C@H](C)NC(=O)C2CCN(S(=O)(=O)c3ccc(F)cc3)CC2)cc1
→ 20%	-4%	-3%
- O=C(Nc1cccc(F)c1)Nc1ccc2c(c1)CCC2
→ -2%	-7%	-2%
- CCOC(=O)C(C)Sc1ncc(OC)c(=O)[nH]1 (stereo not drawn)
→ -6%	9%	3%
- Cc1ccc(S(=O)(=O)N(Cc2cccc(C(F)(F)F)c2)C(=O)N2CCN(C)CC2)cc1
→ -4%	-10%	2%
- O=C(CSC1=NS(=O)(=O)c2cc(F)ccc2N1)NCCc1ccccc1
→ 5%	0%	3%
- Cc1ccc(OCCNC(=O)CN2C(=O)NC3(CCCC3)C2=O)cc1
→ 0%	-7%	1%
- Cc1nnc(NC(=O)C2CCN(S(=O)(=O)c3ccc(Cl)cc3)CC2)s1
→ 0%	2%	-10%
- O=C(NCCc1ccc(Cl)cc1)C1=CC=CN2CCS(=O)(=O)N=C12
→ -2%	0%	nt
- COc1cc(/C=N/NC(=O)c2cccnc2)ccc1OCC(=O)Nc1ccc(C)cc1
→ -2%	-24%	8%
- COc1ccc(-c2csc(NC(=O)C3=COCCO3)n2)cc1OC
→ -14%	1%	-7%
- CC(C)(C)NC(=O)COc1ccc(CNCc2cccs2)cc1
→ -14%	?	12%
- O=C(c1ccc(Cl)s1)N1CCOCC1
→ -5%	1%	0%
- CCOC(=O)c1ccc(NC(=O)C(CC)(CC)C(=O)OCC)cc1
→ -6%	-9%	0%
- COc1ccccc1NS(=O)(=O)c1ccc(C(=O)NCCCN2CCOCC2)cc1
→ 12%	0%	-7%
- Cc1cccc(-n2c(SCC(=O)NCC3CCCO3)nc3ccccc3c2=O)c1C (stereo not drawn)
→ -7%	1%	nt
- COC(=O)c1cn(C(=O)c2ccc(Br)o2)c2ccccc12
→ -7%	-4%	4%
- COc1cccc(C2=NN(S(C)(=O)=O)C(c3cccs3)C2)c1 (stereo not drawn)
→ -3%	?	1%
- CC(C)c1ccc(O)c(NC(=S)NC(=O)CCc2ccccc2)c1
→ 2%	-1%	7%
- Cc1nc(N2CCCC2)c2nnn(Cc3ccccc3Cl)c2n1
→ -3%	-2%	6%
- Cn1c(NCCCO)nc2ccccc21
→ 5%	-3%	3%
- c1ccc(N2CCN(c3ncnc4sc5c(c34)CCC5)CC2)cc1
→ 5%	-2%	7%
- Oc1ccccc1N=Cc1sc2ccccc2c1Cl
→ -4%	-6%	-2%
- O=C(Oc1ccc(N(Cc2cccs2)C2=NS(=O)(=O)c3ccccc32)cc1)c1ccccc1F
→ -13%	-1%	3%
- N#CCc1ccc(NC(=O)c2ccc(CN3CCc4ccccc4C3)cc2)cc1
→ 4%	0%	3%
- Cc1cc(C)n(CC(O)COCc2ccccc2)n1 (stereo not drawn)
→ -3%	-10%	4%
- O=C(N/C(=C/c1ccco1)C(=O)N1CCOCC1)c1cccs1
→ -5%	-4%	-3%
- CC(=NNC(=O)COc1cccc(C)c1)c1cccnc1
→ 2%	1%	nt
- CC(=O)Nc1ccc(-c2nnc(SCC(=O)c3ccc([N+](=O)[O-])cc3)o2)cc1
→ -4%	-4%	nt
- O=C(CSCc1ccccc1Br)Nc1ccccc1
→ -8%	-2%	15%
- Cc1csc(SCCn2c(N3CCN(c4ccccc4)CC3)nc3c2c(=O)[nH]c(=O)n3C)n1
→ -5%	2%	3%
- Cc1ccccc1NC(=O)Cn1c(=O)n(CCc2ccccc2)c(=O)c2sc3ccccc3c21
→ 9%	-2%	nt
- O=C(c1cnn(C(=O)c2ccco2)c1)c1ccccc1O
→ 17%	-5%	nt
- COC(=O)c1cc(NC(=O)CN(c2ccccc2)S(=O)(=O)N(C)C)ccc1Cl
→ 4%	-12%	nt
- CCc1nc(Sc2nnnn2-c2ccccc2)c2c3c(sc2n1)CCCC3
→ 2%	-4%	?
- O=C(Cc1ccccc1)Nc1ccc2c(c1)C(=O)N(CC1CCCO1)C2=O (stereo not drawn)
→ -17%	-19%	-1%
- COc1cccc(NC(CNS(=O)(=O)c2ccc(C)cc2)c2ccccc2)c1 (stereo not drawn)
→ -8%	-13%	nt
- CCn1c(=O)cc(SCC(=O)NCc2ccc(C)cc2)c2ccccc21
→ 9%&14%	1%&-5%	6%
- COc1ccc(/C=c2/sc3n(c2=O)C(c2ccccc2OC)C2=C(N=3)c3ccccc3CC2)cc1O (stereo not drawn)
→ 1%	-12%	-3%
- COc1cccc(CNC(=O)Cn2c(=O)nc(-c3ccccc3F)c3cc(Cl)ccc32)c1
→ 2%	4%	nt
- Cc1ccc(NC(=S)N(CCCN2CCOCC2)Cc2ccccn2)cc1
→ 0%	-7%	?
- Cc1ccccc1-n1cc[nH]c1=S
→ -1%	-4%	2%
- Cc1nc(CCN2C(=O)c3ccccc3C2=O)cs1
→ -6%	-4%	6%
